Source: PubChem BioAssay
PLAP inhibition – inhibition of human placental alkaline phosphatase – biochemical, luminescence, HTS (AID 690) | purified PLAP, luminescent substrate; higher % means a stronger effect | 0.08% of 96,000 active | inhibition, % at 20 µM, or IC50 in µM where a hit was titrated; in the data active means a potency from the dose series; inactive means the rest, 99 in 100 with inhibition below about 30%; further: strong numbers were not always called active
NFkB transloc pot – enhances IL-1B driven NFkB nuclear translocation | HUVEC IL-1B NFkB p65 nuclear translocation imaging | activation, % at 2 µM | 0.3% of 94,000 active | AID 819;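 active means activation above 40%, about the mean plus 3 SD, also judged a hit on visual image review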;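 further: percent activation is computed from the nuclear over cytoplasmic p65 intensity ratio; values of inactives mirror those of a sister screen read the other way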
Bcl-B displacement – displacers of TR3 peptide from Bcl-B, primary screen, selectivity assay for Bfl-1 inhibitor project, biochemical, fluorescence polarization; displacement, % at 20 µM; hits with a dose series show IC50 in µM; AID 748; 0.11% of 96,000 active; FP displacement of FITC-TR3 peptide from Bcl-B; higher % means a stronger effect;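 active means displacement above 50% at 20 µM plus a fluorescence interference ratio under 1.5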;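 further: plate controls were wells without compound for no effect and wells lacking Bcl-B protein for full effect; a part of the inactive calls stands beside numbers as strong as those of hits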
IL1B NFkB inh – blocks IL-1B driven NFkB nuclear translocation in HUVEC cells. 0.43% of 94,000 active. inhibition, % at 2 µM. HUVEC IL-1B NFkB p65 nuclear translocation imaging;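 active means inhibition above about 30% together with a positive call from visual inspection of the well image, limit read from the data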;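 further: nuclear over cytoplasmic p65 intensity ratio measured by imaging; 0% = IL-1B stimulated DMSO wells and 100% = unstimulated DMSO wells; values of inactives mirror those of a sister screen read the other way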
MRP resist rev – reverses drug resistance mediated by MRP; differential viability (reversal), % at 10 µM; H69AR cells + 2 uM doxorubicin, CellTiter-Glo, 72 h; AID 602; 0.04% of 85,000 active;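 active means viability drop by adding the cancer drug above about 55%, with treated viability meeting a 40% cutoff, limit read from the data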;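 further: viability without doxorubicin minus viability with 2 µM doxorubicin for each compound; larger differential means the compound sensitizes cells more to doxorubicin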
MRP resist rev cytotoxicity – also measured in MRP resist rev; calls as there; viability, %; H69AR cells, CellTiter-Glo, 72 h; measured here: cytotoxicity without doxorubicin
MRP resist rev with doxorubicin – also measured in MRP resist rev; calls as there; viability, %; measured here: viability with 2 uM doxorubicin; stronger effect = lower value
IL1B NFkB inh cell count 2 µM – second read-out of IL1B NFkB inh, no call of its own (marks repeat the call); cell count; measured here: cells passing quality filter;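 raw number of nuclei counted in each imaged well without normalization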
NFkB transloc pot cell count 2 µM – second read-out of NFkB transloc pot, no call of its own (marks repeat the call); cell count; measured here: cells passing quality filter
An asterisk follows results filed as active; . = no result given. A portion of the library. The share of hits here may be higher or lower than overall.

SMILES	PLAP inhibition	NFkB transloc pot	NFkB transloc pot cell count 2 µM	Bcl-B displacement	IL1B NFkB inh	IL1B NFkB inh cell count 2 µM	MRP resist rev	MRP resist rev cytotoxicity	MRP resist rev with doxorubicin
Cc1cc2c(cc1C)NC(=O)CC(C(F)(F)C(F)(F)C(F)(F)F)=N2	.	-13	82	.	13	82	-5	89	94
O=C(Oc1csc(=S)n1C(=O)c1ccccc1)c1ccccc1	5%	-22	86	-4%	22	86	-7	92	99
CCOC(=O)c1cccc(NC(=O)CSc2nnc(COc3ccccc3)n2CC)c1	3%	22	180	-5%	-22	180	-1	95	96
COc1ccc(N2CCN(c3nc(=S)n(-c4ccccc4)c(C)c3C(C)=O)CC2)cc1	-42%	-3	137	-6%	3	137	10	101	92
Cc1cc2nnc(SC(C)C#N)n2c2ccccc12 (configuration not stated)	.	-4	168	.	4	168	.	.	.
CCOC(=O)N1CCC(N(CCOC)C(=O)Nc2ccc(Cl)c(Cl)c2)CC1	-43%	.	.	-6%	.	.	24	69	45
COc1ccc2nc(N3CCCC3)[nH]c2c1	9%	24	120	2%	-24	120	12	97	85
O=C(O)CSc1nnc(-c2ccc3c(c2)OCO3)o1	14%	3	175	5%	-3	175	8	110	103
CCCn1c(SCC(=O)NC(=O)NCc2ccco2)n[nH]c1=O	-50%	27	181	22%	-27	181	-2	81	83
COc1cccc(/C=C2\N=C3CCCCCN3C2=O)c1	2%	8	149	-18%	-8	149	12	82	70
CCCCCCc1nnc(N)s1	6%	6	177	0%	-6	177	6	99	93
Cc1cccc(NC(=S)NN2CCN(C)CC2)c1C	9%	12	193	-7%	-12	193	15	120	105
Cn1nnnc1SCC(=O)NCc1cccc(C(=O)O)c1	-21%	-8	87	-6%	8	87	-4	86	90
COc1ccccc1NC(=O)c1ccc(-n2cccn2)nc1	18%	13	168	-5%	-13	168	.	.	.
CCc1ccc(OCC(=O)OC2CCS(=O)(=O)C2)cc1 (configuration not stated)	-27%	31	146	3%	-31	146	-1	93	95
CC(=O)Nc1nc2n(n1)C(c1ccc(F)cc1)C=C(c1ccccc1)N2 (configuration not stated)	-5%	5	181	30%	-5	181	-16	77	93
FC(F)(F)COc1nc(N2CCCCC2)nc(N2CCNCC2)n1	4%	-5	177	-4%	5	177	12	92	81
CCOC(=O)c1c(NC(=O)CSc2nnc(C)c(=O)[nH]2)sc2c1CCCC2	-68%	3	182	-43%	-3	182	12	82	70
Cc1nnc(SCC(=O)Nc2nsc(-c3ccc(Cl)cc3)n2)s1	22%	7	151	-4%	-7	151	-1	107	109
CC[N+]1(C)CCC(=C2c3ccccc3CC(=O)c3sccc32)CC1 (configuration not stated)	16%	10	145	-16%	-10	145	0	96	96
CCOC(=O)CSC1=C(C#N)C(c2ccccc2F)C(C(C)=O)=C(C)N1 (configuration not stated)	-5%	-7	139	-67%	7	139	-13	86	99
COc1ccc(N2C(=O)CC(c3ccc(OC(C)C)cc3)C2=O)cc1 (configuration not stated)	11%	-11	162	-9%	11	162	9	89	80
O=C(CSc1nc2ccccc2s1)N1c2ccccc2Sc2ccc(C(F)(F)F)cc21	-16%	14	168	3%	-14	168	.	.	.
O=C(/C=C/c1ccco1)NC(=S)Nc1cccc(-c2nc3ccccc3s2)c1	.	10	163	.	-10	163	.	.	.
Cn1c2ccccc2c2c(C(=O)NCC3CCCO3)cn(C3CCCC3)c(=O)c21 (configuration not stated)	-48%	-1	221	5%	1	221	-2	78	80
CC1CCCN(C(=O)C23CCC(C)(C(=O)C2)C3(C)C)C1 (configuration not stated)	-27%	11	75	2%	-11	75	-14	93	107
Cc1cc(C)c2nc(-c3ccccn3)cc(C(=O)Nc3ccc(S(=O)(=O)Nc4cc(C)on4)cc3)c2c1	-20%	-3	177	5%	3	177	.	.	.
CCOc1ccc(C)cc1S(=O)(=O)n1ccnc1	-5%	8	107	-1%	-8	107	-13	98	111
COc1ccc(-c2cc(-c3ccc(OC)c(OC)c3)n[nH]2)c(O)c1	-124%	-19	159	1%	19	159	-13	54	67
Cc1ccc(N2CCN(C(=O)c3ccccc3NC(=O)C3CC=CCC3C(=O)O)CC2)cc1 (configuration not stated)	-48%	4	138	2%	-4	138	.	.	.

Next part (six carried over from the part before).
SMILES	PLAP inhibition	NFkB transloc pot	NFkB transloc pot cell count 2 µM	Bcl-B displacement	IL1B NFkB inh	IL1B NFkB inh cell count 2 µM	MRP resist rev	MRP resist rev cytotoxicity	MRP resist rev with doxorubicin
Cn1c2ccccc2c2c(C(=O)NCC3CCCO3)cn(C3CCCC3)c(=O)c21 (configuration not stated)	-48%	-1	221	5%	1	221	-2	78	80
CC1CCCN(C(=O)C23CCC(C)(C(=O)C2)C3(C)C)C1 (configuration not stated)	-27%	11	75	2%	-11	75	-14	93	107
Cc1cc(C)c2nc(-c3ccccn3)cc(C(=O)Nc3ccc(S(=O)(=O)Nc4cc(C)on4)cc3)c2c1	-20%	-3	177	5%	3	177	.	.	.
CCOc1ccc(C)cc1S(=O)(=O)n1ccnc1	-5%	8	107	-1%	-8	107	-13	98	111
COc1ccc(-c2cc(-c3ccc(OC)c(OC)c3)n[nH]2)c(O)c1	-124%	-19	159	1%	19	159	-13	54	67
Cc1ccc(N2CCN(C(=O)c3ccccc3NC(=O)C3CC=CCC3C(=O)O)CC2)cc1 (configuration not stated)	-48%	4	138	2%	-4	138	.	.	.
Cc1ccc(CNS(=O)(=O)c2ccc(C(C)(C)C)cc2)n1C	-23%	13	188	-3%	-13	188	-7	82	89
C=CCn1c(SCc2nc3ccccc3[nH]2)nnc1-c1cccc(OC)c1	-50%	7	172	8%	-7	172	0	80	80
Cc1c(O)ccc2c3c(c(=O)oc12)CCC(C)C3 (configuration not stated)	-27%	10	122	8%	-10	122	-20	58	78
C=CCN(C(=O)CCC(=O)O)C1CC(=O)N(c2ccc(OCCC)cc2)C1=O (configuration not stated)	-43%	.	.	-9%	.	.	-4	94	98
Cn1c(=O)[nH]c(=O)c2c1nc(Br)n2Cc1ccccc1Cl	-6%	-8	95	0%	8	95	-17	27	44
CCN(CC)CCSc1nc(O)c(-c2ccccc2)c(=O)[nH]1	-1%	.	.	4%	.	.	1	95	94
COCCCn1cnc2c(c1=O)c1nc3ccccc3nc1n2-c1ccc(C)cc1	-52%	4	171	-91%	-4	171	-14	75	89
Cc1cc(C)cc(OCC(=O)OCCN2C(=O)c3ccccc3C2=O)c1	-12%	16	196	3%	-16	196	6	99	93
C/C(=N\OCC(=O)N/N=C/c1ccccc1)c1cccs1	30%	5	137	-8%	-5	137	-12	95	106
CCCC(=O)N1CCN(c2ccc(NC(=O)C(C)(C)C)cc2)CC1	-4%	-7	183	0%	7	183	-5	85	91
OC(CNC1CCCC1)COc1c(F)cc(Br)cc1F (configuration not stated)	20%	-14	33	8%	14	33	9	90	81
CCN(CC)C(=O)c1sc2nc(-c3ccncc3)[nH]c(=O)c2c1C	-8%	19	93	13%	-19	93	4	81	76
C=CCn1c(SC/C=C/c2ccccc2)nnc1-c1sc(N)nc1C	0%	-17	141	-3%	17	141	-8	88	96
Cc1cc(N2CCCCC2)nc2ccc(NC(=O)CCC(=O)NCCC(C)C)cc12	-115%	.	.	-3%	.	.	13	96	83
O=C(O)c1ccc2c(c1)C(=O)N(NC(=O)c1ccccc1)C2=O	3%	-6	141	-5%	6	141	.	.	.
CCOc1cc(/C=C2/N=C(c3ccc(C(C)(C)C)cc3)OC2=O)cc(Cl)c1OS(C)(=O)=O	-41%	15	123	-5%	-15	123	.	.	.
CCOC(=O)c1c(NC(=O)C2C3CCC(O3)C2C(=O)O)sc(C)c1-c1ccc(C)cc1 (configuration not stated)	-36%	10	106	2%	-10	106	.	.	.
Cc1ccc(-n2c(C)cc(/C=N/NC(=O)c3ccncc3)c2C)c(C)c1	-54%	-2	99	-6%	2	99	.	.	.
O=C(COc1ccccc1)N(CCc1ccccc1)c1nc(-c2ccc(F)cc2)cs1	2%	-17	159	-7%	17	159	.	.	.
COC(=O)c1c(-c2ccccc2)csc1NC(=O)CSc1ncnc2sc(C)c(C)c12	-2%	12	19	4%	-12	19	.	.	.
CC(CCc1ccccc1)NC(=O)c1cccnc1 (configuration not stated)	-6%	-58	115	-4%	58*	115*	6	99	93
C/C(=N\NC(=O)C1CC1c1ccccc1)c1ccc(C)s1 (configuration not stated)	5%	0	107	-6%	0	107	.	.	.
Cn1cc(CC(=O)NCCCN2CCCC2)c2ccccc21	9%	8	131	-8%	-8	131	6	95	89
N#Cc1c(/N=C/N2CCOCC2)sc2c1CCCCC2	-12%	.	.	12%	.	.	13	80	67
CCCCN(CCCC)Cc1cc2ccccc2c2c1COC2	-3%	4	61	4%	-4	61	14	90	76
CC(=O)Nc1ccc2[nH]c(C)cc(=O)c2c1	6%	.	.	38%	.	.	24	92	68
CCOC(=O)N1CCC(NS(=O)(=O)c2ccc3c(c2)oc(=O)n3C)CC1	-3%	11	132	-41%	-11	132	-9	92	101
Cc1noc(C)c1COc1ccc(C(=O)OCC(=O)Nc2ccc3c(c2)OCO3)cc1	5%	-10	170	8%	10	170	16	107	92
CCC1(C)Nc2ccccc2C(=O)N1O (configuration not stated)	15%	-9	73	-4%	9	73	6	92	85
N#Cc1c(N)n(C2CCCCC2)c2nc3ccccc3nc12	4%	26	228	-6%	-26	228	-36	35	70
Cc1ccnc(N2CCN(C(=O)CSc3nc4ccccc4nc3N3CCCCC3)CC2)c1	-44%	.	.	-34%	.	.	-20	55	75
CCCCn1nnc(NC(=O)CCC)n1	-12%	21	113	-2%	-21	113	12	95	82
O=C(COc1ccc(S(=O)(=O)N2CCCC2)cc1Cl)NCc1ccco1	23%	4	170	-10%	-4	170	14	98	84
O=C(NCCN1CCOCC1)Nc1ccc(Cl)cc1	-4%	4	102	-3%	-4	102	7	96	89
CCn1c(-c2cccc(Br)c2)n[nH]c1=S	16%	11	114	-4%	-11	114	-1	96	96
CCOC(=O)N1CCC(NS(=O)(=O)c2cc3c(cc2C)NC(=O)CO3)CC1	1%	-1	189	-10%	1	189	-4	92	96
N#Cc1c(N2CCCCC2)nc(N)c2c(N)nc3c(c12)CC(c1ccccc1)O3 (configuration not stated)	-26%	-7	157	-21%	7	157	26	48	22
COc1ccccc1N1CCN(C(=O)c2ccc(N3CCCC3=O)cc2)CC1	.	22	120	.	-22	120	0	83	83
COc1ccc(F)cc1S(=O)(=O)NC1CCCCCC1	-14%	21	135	6%	-21	135	-1	98	99
N#CC1=C(N)Oc2c(ccc3ccccc23)C1c1ccsc1 (configuration not stated)	16%	-22	135	1%	22	135	.	.	.
O=C(CCCC(=O)OCC(F)(F)C(F)F)Nc1ccc(NC(=O)CCCC(=O)OCC(F)(F)C(F)F)cc1	-15%	2	175	-13%	-2	175	3	91	88
COc1ccc(C(=O)Cc2cc(OC)c(OC)cc2[N+](=O)[O-])c(OC)c1	-1%	6	122	-3%	-6	122	.	.	.
CC(C)NS(=O)(=O)c1ccc(OCC(=O)Nc2cccc3ccccc23)cc1	11%	21	194	-4%	-21	194	17	90	72
Cc1ccc(CN2C(=O)/C(=C3\SC(N4CCOCC4)=NC3=O)c3cc(Br)ccc32)cc1	-34%	.	.	0%	.	.	-5	40	45
COCCn1c(CN(Cc2ccccc2)Cc2ccccc2)nc2c1c(=O)n(C)c(=O)n2C	-68%	10	47	10%	-10	47	26	107	81
O=P(CO)(Cc1ccccc1)Cc1ccccc1	3%	.	.	-7%	.	.	-9	97	106
O=C(CSc1nc2c([nH]c3ccccc32)c(=O)n1-c1ccccc1)N1CCOCC1	-10%	.	.	-5%	.	.	-13	68	81
CSc1cccc(NC(=O)c2nnn(Cc3ccccc3)c2N)c1	14%	3	120	4%	-3	120	-26	87	113
CCOC(=O)c1sc(-c2ccccc2)cc1NC(=O)CSc1nnnn1C	-63%	-2	150	7%	2	150	-17	68	86
